# MITF TRPM1 inh = reduces MITF-dependent TRPM1 promoter luciferase signal; SK-MEL-5 TRPM1 promoter luciferase, 24 h; inhibition, % at 12.5 µM; 330,000 tested, 0.83% active;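 active = mean inhibition across replicates of 60% or more, whatever share of single replicates reaches that level; inconclusive = some that reach 60%, reason not given; inactive = mean inhibition across replicates below 60%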; note: values of inactives mirror those of a sister screen read the other way
# iPSC survival up = enhancers of human iPSC single-cell survival; hiPSC single-cell survival, ATPlite luminescence; 100% = ROCK inhibitor wells, 0% = DMSO; survival enhancement, % at 20 µM; 360,000 tested, 0.044% active; in the data active = survival enhancement above about 18%;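 note: cells exposed to compounds for 16 hours before the ATP read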
# CaV13 FRET inh = Disruptors of the CACNA1D IQ motif to Ca2+-dependent inactivation inhibitor domain association, primary screening, Förster resonance energy transfer in intact living …; 340,000 tested, 0.098% active; HEK cells, CFP/YFP FRET ICDI-IQ, plate reader, 10 min; percent FRET-ratio fall versus neutral wells; inhibition, % at 12.3 µM; AID 743397;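 active = mean replicate inhibition of at least 30% and at least 1% of replicates passing that level; inconclusive = only one of the two criteria is met; inactive = neither criterion is met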;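 note: 0% = median of the neutral control wells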
# Vif imaging = inhibitors of HIV Vif; AID 602346; inhibition, % at 7.49 µM; HEK293T cells, Vif self-association by quenched fluorescence, imaging, 24 h; 340,000 tested, 0.35% active; in the data active = inhibition above about 50%, passing the limit was not always enough; inconclusive = no clear call, values can overlap the other calls; inactive = below about 31%; note: some results filed as inactive read as strong as hits
# Peg3 prom inh = Peg3 promoter activity inhibition; HeLa PEG-Prom luciferase reporter, luminescence, overnight; inhibition, % at 20 µM; 360,000 tested, 1.7% active; AID 588405;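 active = inhibition of at least 50% at 20 µM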
# NR2E3 ag-1 = agonists of human NR2E3 nuclear receptor; inhibition of corepressor binding, % at 3.98 µM; CHO-S Gal4-NCOR/VP16-NR2E3 two-hybrid, luciferase; 360,000 tested, 0.35% active; AID 602229;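 active = inhibition above the mean of all tested compounds plus 3 SD, cut at about 70% in these data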;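 note: 0% = DMSO with NR2E3 transfected cells and 100% = cells lacking NR2E3 construct; higher means lower luciferase signal from less NR2E3 corepressor binding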
# Target sequence (Q9Y5X4 whole entry, looked up, the tested form may be a part): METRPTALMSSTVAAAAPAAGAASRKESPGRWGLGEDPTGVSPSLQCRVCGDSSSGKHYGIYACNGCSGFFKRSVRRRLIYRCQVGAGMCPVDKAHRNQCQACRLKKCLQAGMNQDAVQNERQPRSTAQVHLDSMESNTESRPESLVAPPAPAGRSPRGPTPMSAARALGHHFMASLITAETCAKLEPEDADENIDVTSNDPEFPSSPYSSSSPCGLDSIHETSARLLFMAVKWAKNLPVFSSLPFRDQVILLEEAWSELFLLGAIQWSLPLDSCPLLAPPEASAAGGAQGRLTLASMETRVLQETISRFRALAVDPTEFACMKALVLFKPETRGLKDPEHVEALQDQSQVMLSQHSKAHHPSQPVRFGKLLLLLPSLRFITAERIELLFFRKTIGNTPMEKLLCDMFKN
# HIF-2a inh = inhibitors of HIF-2a. 360,000 tested, 0.72% active. inhibition, % at 18.8 µM. 786-0 RCC cells HIF-2a reporter, luciferase luminescence, overnight. AID 624352;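 active = inhibition of the luminescence signal of 40% or more relative to plate controls, in a single-dose primary screen at 18.75 µM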
# NR2E3 ag-2 = NR2E3 (human) agonism | GST-NR2E3/biotin-RetCOR TR-FRET, 1536-well | inhibition of corepressor binding, % at 4.78 µM | 320,000 tested, 0.12% active | AID 2300;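 active = percent inhibition above the cutoff of mean plus 3 SD of all tested compounds, set per screening campaign, cut at about 20% in these data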;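 note: 0% = DMSO wells and 100% = biotin wells as full block of FRET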
#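 Material: NR2E3–RetCOR corepressor complex / Amount: 1.35 nM GST-NR2E3 / Medium: Tris pH 7.5 / Compound: single nominal compound dose of 4.8 µM / Incubation: 5 h at 4 °C / Technique: TR-FRET, Eu(K)-anti-GST donor, streptavidin-D2 acceptor, ex 340, em 617/671 nm / Read-out basis: percent loss of FRET ratio relative to control wells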
# aDG glyco act = increases alpha dystroglycan glycosylation; Pro5-aDG cells, alpha-DG glycosylation AlphaScreen (IIH6); 0% Pro5, 100% B10-LARGE cell signal; activation, % at 10 µM; 360,000 tested, 0.22% active; AID 624168;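 active = activation of at least 8% versus controls, or a plate z-score of at least 8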;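 note: Pro5 are CHO cells carrying HIG-tagged alpha-DG that lacks glycosylation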
# Exocytosis inh = blocks lytic granule exocytosis; TALL-104 LAMP-1 surface exposure, flow cytometry; cells stimulated with thapsigargin and PMA; inhibition, % at 10 µM; 360,000 tested, 0.66% active;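 active = inhibition above about 55%, limit read from the data; inconclusive = no clear call, values can overlap the other calls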
# PDI turbidity = inhibitors of human protein disulfide isomerase; P07237; PDI insulin aggregation turbidity, A650, 90 min; inhibition, % at 10 µM; 350,000 tested, 0.052% active; AID 588391;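 active = mean inhibition across replicates of 30% or more, whatever share of single replicates reach that level; inconclusive = mean inhibition below 30% while every single replicate reaches 30%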;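 note: absorbance from insulin aggregation driven by PDI reduction with DTT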
# Target sequence (P07237 whole entry, looked up): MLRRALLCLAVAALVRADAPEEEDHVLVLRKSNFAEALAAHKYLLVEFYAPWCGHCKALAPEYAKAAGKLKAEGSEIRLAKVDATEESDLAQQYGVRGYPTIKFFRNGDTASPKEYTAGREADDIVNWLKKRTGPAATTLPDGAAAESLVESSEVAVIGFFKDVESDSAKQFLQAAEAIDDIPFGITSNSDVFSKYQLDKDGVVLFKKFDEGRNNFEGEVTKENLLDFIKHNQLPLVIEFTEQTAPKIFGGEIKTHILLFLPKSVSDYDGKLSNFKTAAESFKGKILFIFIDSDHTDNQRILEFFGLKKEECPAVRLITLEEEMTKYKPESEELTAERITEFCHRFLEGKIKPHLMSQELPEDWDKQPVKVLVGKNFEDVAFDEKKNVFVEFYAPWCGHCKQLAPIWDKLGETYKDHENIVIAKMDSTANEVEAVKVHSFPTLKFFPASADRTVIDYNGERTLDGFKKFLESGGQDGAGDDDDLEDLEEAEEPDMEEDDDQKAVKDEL
# An asterisk follows results filed as active; i = inactive; ? = inconclusive; / = not tested or not shown; & = joins results of further samples.
SMILES,MITF TRPM1 inh,iPSC survival up,CaV13 FRET inh,Vif imaging,Peg3 prom inh,NR2E3 ag-1,HIF-2a inh,NR2E3 ag-2,aDG glyco act,Exocytosis inh,PDI turbidity
c1ccc(CN2CCC(Nc3nc(-c4ccccc4)nc4ccccc34)CC2)cc1,5,0.7,-1,6,75*,-3,5,4,-0.9,7,-2
COc1cc(Br)cc(/C=N/c2ncn[nH]2)c1O,7,0.0,/,-1,22,-13,5,6,0.0,2,-9
O=C(O)c1ccccc1Cc1nc2cc(Cl)ccc2c(=O)[nH]1,17,0.6,-4,-8,-6,-19,15,1,0.0,1,5
CC(C)c1cc(C(=O)N/N=C/C(Br)=C/c2ccccc2)n[nH]1,12,-0.4,-3,4,-21,-24,-46,-1,-0.5,15,-6
Nc1nc2n(c1C(=O)c1ccccc1)CCC2,0,-3.0,-8,2,5,2,9,-1,-0.1,-3,-18
CC(C)C[C@H]1CNC(=S)N1C[C@H]1CCCN1C[C@H](CC(C)C)N1C[C@H](Cc2ccc(O)cc2)N(CCc2ccccc2)C1=S,/,-1.3,-6,?,69*,37,-37,/,0.8,34,/
O=C(COC(=O)c1cc2ccccc2oc1=O)Nc1cccc(Br)c1,2,-0.4,-6,-1,-3,-31,1,0,-0.2,4,-14
O=C(CNC(=O)c1ccccc1Br)N/N=C/c1ccco1,-2,-0.1,-5,-1,9,-9,-6,3,0.2,-10,12
O=C(c1ccc(Oc2cc(Cl)cc(Cl)c2)o1)N1CCCCC1,-1,0.0,-6,11,8,15,-4,-4,-0.1,-2,11
Cc1ccc2ccccc2c1C(O)c1ncc(-c2ccc(C(F)(F)F)cc2)[nH]1 (configuration not stated),/,-0.8,-6,2,30,-9,2,/,0.2,4,5
CC(C)Cn1nc(C(=O)Nc2cccc(C(=O)NC3CC3)c2)c2ccccc2c1=O,-14,-0.3,-2,-1,28,-73,-25,0,-0.2,-3,-3
O=C(COC(=O)c1ccccn1)NCc1ccccc1,14,2.5,-7,-3,9,11,0,4,-0.4,1,-5
CCNC(=O)NC(=O)CSc1ccc(S(=O)(=O)N(C)C2CCCCC2)cn1,1,-0.4,-3,-4,1,9,6,0,-0.2,2,-2
Cc1nc(-c2ccccc2)sc1C1(C)CC(c2cccc([N+](=O)[O-])c2)=NO1 (configuration not stated),-9,3.6,-4,/,-55,-29,-97,5,-0.1,-1,-6
CNC(=O)C1CC(=O)N(c2ccc(OCC(=O)Nc3ccccc3)cc2)C1 (configuration not stated),2,0.0,-6,1,13,-6,5,/,0.1,2,-6
CCCOc1ccc(C2CC(=O)NC2=O)cc1 (configuration not stated),15,3.3,3,22,-1,3,12,1,-0.2,-1,14
COc1ccccc1/C=C/C(=O)OCC(=O)N1CCN(S(=O)(=O)c2ccc(C)cc2C)CC1,4,-0.5,-5,11,10,-5,23,/,0.1,1,-1
Cc1c(NC(=O)c2ccccc2F)c(=O)n(-c2ccccc2)n1C,3,8.3,-8,/,9,3,1,-4,0.3,1,-2
Cc1csc(NC(=O)CCSCCc2ccccn2)n1,-5,0.9,-6,16,8,18,1,2,0.2,-1,16
COc1ccc(CN2CCCC(C(=O)Nc3cccc(-n4cnnn4)c3)C2)c(C)c1C (configuration not stated),5,-0.3,-2,0,-12,-11,8,0,0.2,-3,18
O=S(=O)(Nc1nc(-c2ccccc2)cs1)c1cc(Cl)ccc1Cl,-2,-0.4,-21,-10,13,57,14,3,-0.2,9,4
C1=C(CCNC2=NCCCCC2)CCCC1,3,-1.0,-1,11,10,6,10,2,0.0,1,-1
CCN(CC)C(=O)c1cn(C)c2ccc(S(=O)(=O)N(CC)CC)cc2c1=O,10,-1.6,-3,-11,12,-5,23,-4,-0.2,-3,-3
O=S(=O)(c1ccc(S(=O)(=O)N2CCCC3(CCCCC3)C2)cc1)N1CCCCC1,-8,-1.6,-8,17,5,4,11,3,0.0,-1,-10
O=[N+]([O-])c1cccc(S(=O)(=O)NCCOc2cccc3cccnc23)c1,1,0.2,/,-6,-55,-13,8,6,0.1,-4,0

# Two entries from above in a different format:
SMILES	MITF TRPM1 inh	iPSC survival up	CaV13 FRET inh	Vif imaging	Peg3 prom inh	NR2E3 ag-1	HIF-2a inh	NR2E3 ag-2	aDG glyco act	Exocytosis inh	PDI turbidity
O=C(COC(=O)c1ccccn1)NCc1ccccc1	14	2.5	-7	-3	9	11	0	4	-0.4	1	-5
CCNC(=O)NC(=O)CSc1ccc(S(=O)(=O)N(C)C2CCCCC2)cn1	1	-0.4	-3	-4	1	9	6	0	-0.2	2	-2

# Remaining list, next part.
SMILES,MITF TRPM1 inh,iPSC survival up,CaV13 FRET inh,Vif imaging,Peg3 prom inh,NR2E3 ag-1,HIF-2a inh,NR2E3 ag-2,aDG glyco act,Exocytosis inh,PDI turbidity
COc1ccc2[nH]c(C(=O)O)c(NS(=O)(=O)c3ccc(C)c(C)c3)c2c1,1,-0.5,-3,2,-3,-18,8,-4,-0.4,-1,-2
COc1ccc(-c2cc(=O)[nH]c3ccccc23)cc1,9,-0.3,-3,-3,-3,-23,1,2,0.0,0,-5
Cc1cccc(N2CCN(CC(O)COc3ccccc3Cl)CC2)c1 (configuration not stated),1,0.3,-18,-4,5,12,7,0,0.0,-5,9
O=C(CCc1nnc2ccc(NCCCN3CCCC3=O)nn12)NCc1ccccc1Cl,-12,-0.1,-6,5,-6,8,13,-2,-0.2,14,3
CCOC(=O)c1c(C)oc(NC(=O)CCl)c1C(=O)OCC,-6,0.8,5,-3,7,-39,4,-1,0.0,2,1
O=C(Cn1nc(Cl)nc1Cl)c1cc2ccccc2oc1=O,8,-0.9,-4,4,8,-1,11,0,0.3,-6,-13
O=C(c1cnn2cccnc12)N1CCN(c2ccccc2)CC1,-14,-2.1,-8,-2,-42,-30,-104,0,-0.1,12,6
CC(/C=N/NC(=O)c1c(Br)cnn1C)=C\c1ccccc1,-38,1.1,-2,-20,-145,3,-188,-3,-0.2,0,-4
CC(C)(C)c1ccc(C(=O)N2CCCC2c2cccs2)cc1 (configuration not stated),1,-0.8,-4,0,-12,0,-33,0,0.1,8,-3
CC1C(=O)N2CCCc3cc(NC(=O)c4ccccc4Br)cc1c32 (configuration not stated),5,-0.4,-6,-5,-24,9,-11,-2,0.1,-4,5
CCC(CC(C)(C)O)C(=O)NNC(=S)Nc1ccccc1 (configuration not stated),-7,1.0,-14,25,-24,-20,-25,1,-0.2,-13,4
COc1ccc(Cc2nnc(SCC(=O)N3CCN(c4ccccc4)CC3)o2)cc1,13,6.6,-6,-1,11,19,11,8,0.2,-2,-1
CCCn1c(N)c(C(=O)CSc2nnc3n2CCCCC3)c(=O)[nH]c1=O,-5,0.0,-7,11,-8,-13,9,0,-0.2,-4,-3
CC1(C)Cc2c(C#N)c(OCC(=O)c3ccc(Cl)cc3)nc(-c3ccoc3)c2CO1,9,-1.7,-7,15,10,12,19,-4,0.2,1,-2
Cc1ccc(C)c(NC2=NCC(=O)N2c2ccc3c(c2)OCCO3)c1,-8,0.0,-5,13,-34,-42,-48,2,0.1,0,-6
Cc1ccc(-n2c(=O)cc(N3CC(C)CC(C)C3)[nH]c2=O)cc1 (configuration not stated),4,-1.7,-9,8,-12,-16,11,3,0.1,12,0
CCOc1ccc(NC(=O)Nc2cc(C(=O)O)ccc2N2CC3CC(C2)c2cccc(=O)n2C3)cc1 (configuration not stated),-6,0.4,-7,2,-5,-17,-4,1,-0.3,0,0
COCCn1c(SCc2nc3ccccc3s2)nc2ccccc21,-28,-1.5,-8,-6,-203,-125,-336,1,0.2,5,-8
CCO/C([O-])=N/c1c[n+](N2CCOCC2)no1,1&-5,2.3&-0.3,-5&-4,-14&-4,-14&0,-4&-10,-23&4,5&4,-0.1&0.0,-3&-3,-9&-1
O=C(CCl)NNc1nc(-c2ccccc2)c2cc(Cl)ccc2n1,14,-0.5,-5,0,8,-9,25,/,-0.1,48,-6
O=C(CCS(=O)(=O)c1ccc(Br)cc1)N1CCN(c2ccc(F)cc2)CC1,12,0.1,-7,2,8,-15,-8,-4,0.6,-5,-1
O=C(c1cc(COc2ccc(F)cc2Cl)on1)N1C[C@H]2CC[C@H]1C2,-75,-0.4,-6,-15,-247,-148,-262,-3,0.5,-3,-6
COc1ccc(NC(=O)C2CCC(C(C)(C)C)CC2)cc1S(=O)(=O)N1CCOCC1 (configuration not stated),10,0.2,-4,5,11,-21,6,3,-0.1,-3,-7
CCOC(=O)N1CCN(C(=O)CN2C(=O)c3ccccc3S2(=O)=O)CC1,-6,-0.5,-2,-10,-3,-10,-22,-3,0.1,-6,-1
Cc1ccc(OCCC(=O)NNC(=O)c2ccncc2)cc1,/,0.2,-6,/,-7,-16,19,/,-0.2,0,-7

# Next section:
SMILES,MITF TRPM1 inh,iPSC survival up,CaV13 FRET inh,Vif imaging,Peg3 prom inh,NR2E3 ag-1,HIF-2a inh,NR2E3 ag-2,aDG glyco act,Exocytosis inh,PDI turbidity
Cc1cc(C)cc(-c2nnc(SCC(=O)c3ccc4c(c3)OCCO4)o2)c1,11,0.2,/,-2,18,-14,-2,-1,0.1,0,-20
CCn1c(SCC(=O)N/N=C(\C)c2ccco2)nnc1-c1ccccc1,15,-0.2,0,/,6,3,16,0,-0.3,8,-4
COc1ccc(Cl)cc1NC(=O)C1(c2cccs2)CCOCC1,-7,-0.2,-3,-8,28,3,11,1,0.1,25,-6
C[C@H]1CN(c2ccc(Br)cc2)C(=O)[C@@H]1CC(=O)Nc1ccccc1,/,1.5,-3,-3,-24,-14,-7,/,0.0,-2,-2
Cc1ccc(NC(=O)c2ccc(N/N=C/c3cccc(O)c3)c([N+](=O)[O-])c2)cc1,78*,0.4,-7,i,67*,-13,-12,-1,-0.5,-3,-6
CC(=O)NNC(=O)c1sc(=S)n2c1[nH]c(=O)c1sccc12,-7,-0.7,-28,3,12,4,6,-1,-0.1,-1,6
O=C1c2ccccc2NC(c2ccccc2F)N1NS(=O)(=O)c1ccccc1 (configuration not stated),-8,-0.6,-3,11,17,-24,4,0,-0.1,-4,-8
CCC(C(=O)NC(C)(C)C)N(C(=O)Cn1nnc(-c2cccs2)n1)c1cnc2ccccc2c1 (configuration not stated),15,2.6,-5,-2,0,-2,17,3,-0.1,5,6
CC1CN(Cc2nc3c(c(=O)[nH]c(=O)n3C)n2CC(N)=O)CC(C)O1 (configuration not stated),/,3.3,-5,7,0,-26,9,4,-0.2,-5,13
CN(C=[N+](C)C)c1cccc2c1C(=O)c1ccccc1C2=O,5,-0.9,-6,3,-6,-18,-38,1,0.0,18,12
O=S(=O)(c1ccccc1)c1cnc(-c2cccnc2)nc1-c1ccc(Cl)c(Cl)c1,-7,0.6,-3,-16,22,-21,13,-4,0.2,-3,4
CN(Cc1ccccc1Br)C(=O)CN1C(=O)NC2(CCCCCC2)C1=O,7,1.6,-5,-6,0,2,7,6,0.2,7,2
CCNC(=O)c1c(O)c2c([nH]c1=O)CCCC2,-3,-0.6,-5,4,-45,-3,-75,1,0.1,-2,-2
